Screening data deposited in PubChem by several laboratories.
Fam108B inh = mouse Fam108B serine hydrolase inhibitors, primary screen, counter-screen for RBBP9 inhibitor project, biochemical, fluorescence polarization; 300,000 compounds, 0.33% hits; recombinant Fam108B, FP-Rh probe fluorescence polarization; inhibition, % at 9.51 µM;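 active means inhibition above the screen mean inhibition plus 3 SD, computed separately per campaign, cut at about 18% in these data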;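 further: inhibitors lower polarization as less probe binds the enzyme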
Bcl-xL primary = inhibitors of human Bcl-xL, primary screen, biochemical, fluorescence polarization, HTS; GST-Bcl-xL / FITC-Bim BH3 peptide fluorescence polarization; inhibition, % at 10.9 µM; 320,000 compounds, 0.7% hits;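 active means inhibition above the mean of all tested compounds plus 3 SD, cutoff set per campaign, cut at about 30% in these data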;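 further: 0% = DMSO wells and 100% = unlabeled Bim-BH3 peptide competitor; inhibitors lower millipolarization by displacing the labeled peptide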
Target sequence (Q07817 whole entry, looked up): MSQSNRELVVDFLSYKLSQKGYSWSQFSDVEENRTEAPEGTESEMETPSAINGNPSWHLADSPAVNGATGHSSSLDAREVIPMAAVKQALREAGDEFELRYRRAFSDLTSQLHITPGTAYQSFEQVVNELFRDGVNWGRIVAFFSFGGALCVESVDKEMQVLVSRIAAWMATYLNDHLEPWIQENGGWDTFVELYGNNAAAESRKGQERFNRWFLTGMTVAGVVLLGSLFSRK
GRK2 inh = compounds blocking aptamer binding on GRK2 – biochemical, human GRK2, bead flow cytometry, HTS, primary screen; FAM-aptamer displacement from GRK2; inhibition of aptamer binding, % at 10 µM; 330,000 compounds, 0.59% hits;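 active means inhibition of aptamer binding above 40%, roughly 3 SD of noise, on plates passing a quality check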;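 further: median bead fluorescence of bound FAM aptamer so fluorescent compounds give negative values; no value below 0 was filed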
AGP1-GFP MLPCN = modulators of AGP1-GFP expression in yeast TOR pathway, primary screen, cell-based, multiplex flow cytometry, S. cerevisiae, MLPCN library; 3 h; GFP as percent of DMSO wells; 320,000 compounds, 0.02% hits; AID 2066, 2009; GFP response vs DMSO, % at 10 µM;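 active means GFP response relative to DMSO above a set limit, near screen average plus 3 SD, cut at about 150% in these data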;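 further: median GFP channel fluorescence of the gated AGP1 strain per well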
MEX-5 binding = MEX-5 zinc finger RNA-binding disruptors – biochemical, C. elegans, fluorescence polarization, MLPCN library, primary screen; Zinc finger protein mex-5 (Caenorhabditis elegans), Q9XUB2; MEX-5/FITC-TCR2 RNA binding; hits give low values; activity score (negative = inhibition of binding), % at 10 µM; 300,000 compounds, 0.38% hits; AID 1832, 2009;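 active means inhibition past about -25% in most replicates, and total fluorescence under double the plate's negative control median, limit read from the data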;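 further: 0% = DMSO and -100% = 5 µM competing unlabeled TCR2 RNA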
Target sequence (Q9XUB2 whole entry, looked up): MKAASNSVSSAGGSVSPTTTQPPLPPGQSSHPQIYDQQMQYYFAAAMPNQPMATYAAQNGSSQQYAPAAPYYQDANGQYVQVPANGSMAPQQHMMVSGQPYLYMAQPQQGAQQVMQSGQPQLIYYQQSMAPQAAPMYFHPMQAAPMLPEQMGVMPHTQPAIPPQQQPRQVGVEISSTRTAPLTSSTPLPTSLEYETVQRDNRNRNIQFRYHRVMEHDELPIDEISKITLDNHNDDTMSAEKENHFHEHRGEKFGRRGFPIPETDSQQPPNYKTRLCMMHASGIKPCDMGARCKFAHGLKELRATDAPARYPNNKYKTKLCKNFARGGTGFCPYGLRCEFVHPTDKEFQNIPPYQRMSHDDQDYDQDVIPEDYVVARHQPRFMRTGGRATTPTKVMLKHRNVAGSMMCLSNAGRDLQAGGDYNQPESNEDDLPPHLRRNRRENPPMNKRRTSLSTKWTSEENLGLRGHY
GLD-1 TGE inh = GLD-1/TGE RNA complex disruptors, primary screen, biochemical, fluorescence polarization; Female germline-specific tumor suppressor gld-1 (Caenorhabditis elegans), Q17339; purified GLD-1 + fluorescein TGE RNA; inhibition, % at 5.96 µM; 320,000 compounds, 0.44% hits; AID 2280, 2010;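 active means percent inhibition above a per-plate cutoff, the plate mean of test compounds plus 3 SD, cut at about 30% in these data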;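 further: 0% = DMSO wells with GLD-1 and probe and 100% = wells lacking GLD-1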
MCL1 BIM primary = inhibitors of MCL1 binding to BIM-BH3, primary screen, biochemical, fluorescence polarization. GST-MCL1 / FITC-Bim-BH3 fluorescence polarization. 320,000 compounds, 0.68% hits. AID 2057, 2009. inhibition, % at 10.9 µM. Induced myeloid leukemia cell differentiation protein Mcl-1 (Homo sapiens), Q07820;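 active means inhibition above the mean inhibition of all tested compounds plus 3 SD, set per campaign, cut at about 40% in these data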;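 further: 0% = DMSO wells and 100% = unlabeled Bim-BH3 peptide control; higher means more loss of mP so more displacement of Bim peptide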
CIT2-GFP yeast = modulators of CIT2-GFP expression in yeast, primary screen, S. cerevisiae, GFP fusion, multiplex flow cytometry, MLPCN library. S. cerevisiae CIT2-GFP strain, 3 h; 100 means same as DMSO wells. GFP response vs DMSO, % at 10 µM. AID 2029, 2009. 320,000 compounds, 0.065% hits;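 active means GFP response relative to DMSO above a set limit, near the screen mean plus 3 SD, cut at about 150% in these data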;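 further: ratio of well median GFP fluorescence to mean of DMSO wells on the plate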
VLA-4 inh = inhibition in human VLA-4 binding assay, primary screen, VLA-4 allosteric modulator project, MLPCN library, flow cytometry, VLA-4 expressing cells | Integrin alpha-4 (Homo sapiens), P13612 | ligand binding flow cytometry | inhibition, % (about 7 µM as worked out from the volumes in the protocol) | 330,000 compounds, 0.2% hits; in the data active means inhibition above about 50%
The depositor's hits bear a star; . = no result given; & = joins results of further samples.

1) O=C(NN1C(=O)NC2(CCCCC2)C1=O)c1ccc(Cl)s1
2) COCCn1c(CN2CC(C)CC(C)C2)nc2c1c(=O)n(C)c(=O)n2C (centres undefined)
3) COc1ccccc1CNc1ccc([N+](=O)[O-])cc1C
4) COc1ccc(S(=O)(=O)N2CCc3ccccc32)cc1C(=O)OCc1nnc(-c2ccccc2)o1
5) CCOc1ccccc1CN1C(=O)C2(OCCO2)c2ccccc21
6) CC1=C(C(N)=O)C(c2ccccc2)n2nc(-c3ccncc3)nc2N1 (centres undefined)
screen / no.	1	2	3	4	5	6
Fam108B inh	.	0	0	2	-8	-2
MEX-5 binding	.	1.8	5.6	-0.1	0.7	-1.2
VLA-4 inh	9	-16	7	1	10	-1
MCL1 BIM primary	5	4	-2	-2	-4	4
GLD-1 TGE inh	2	0	3	3	5	0
CIT2-GFP yeast	95	99	96	104	91	96
AGP1-GFP MLPCN	98	104	103	99	90	103
GRK2 inh	0	0	1	7	0	0
Bcl-xL primary	-1	0	-1	1	-2	7

7) O=C(OCc1ccccc1)c1cc(S(=O)(=O)N2CCCCC2)ccc1N1CCOCC1
8) O=C(CNC(=O)c1ccccc1)NC1(C(=O)NC2CCCC2)CCCCC1
9) Cc1onc(-c2ccccc2)c1C(=O)Nc1cc(C(F)(F)F)ccc1N1CCOCC1
10) CC(=O)Nc1ccccc1NC(=O)c1ccccc1-c1ccccc1
11) COc1ccc2c(c1)-c1nc(/N=C/c3ccccc3O)sc1CC2
12) COc1ccc(-c2[nH]ncc2CN2CCN(C3CCCCC3)C(=O)C2)cc1F
screen / no.	7	8	9	10	11	12
Fam108B inh	0	1	1	-1	2	2
MEX-5 binding	-1.5	1.4	3.6	-2.0	0.4	0.1
VLA-4 inh	23	7	-6	12	-16	5
MCL1 BIM primary	-2	6	1	0	24	8
GLD-1 TGE inh	2	2	8	4	1	5
CIT2-GFP yeast	97	92	92	100	89	97
AGP1-GFP MLPCN	103	98	96	98	93	99
GRK2 inh	0	1	2	0	0	1
Bcl-xL primary	0	3	4	4	6	2

13) COc1cc2c(cc1OC)C(COc1ccc(F)cc1)N(C(C)=O)CC2 (centres undefined)
14) COCCCNC(=O)c1oc2ccc(S(=O)(=O)N3CCOCC3)cc2c1C
15) Cc1ccc(C)n1-n1c(C)nc2sc3c(c2c1=O)CCCCC3
16) Cc1ccc(N(C(=O)CNC(=O)c2ccco2)C(C(=O)NC2CCCCC2)c2cccnc2)c(C)c1 (centres undefined)
17) O=C(CN1C(=O)S/C(=C/c2ccncc2)C1=O)Nc1ccccc1
18) C/C=C(\C)CN1CCC(Oc2ccc(C(=O)NCc3ccccn3)cc2)CC1
screen / no.	13	14	15	16	17	18
Fam108B inh	-1	5	-3	1	-1	-3
MEX-5 binding	1.5	1.8	3.3	-0.3	-6.0	-0.5
VLA-4 inh	5	14	-4	4	3	0
MCL1 BIM primary	2	4	-1	5	0	2
GLD-1 TGE inh	-6	-6	4	4	3	2
CIT2-GFP yeast	98	107	106	106	112	95
AGP1-GFP MLPCN	94	107	91	94	104	101
GRK2 inh	1	0	1	0	0	0
Bcl-xL primary	4	0	2	4	3	5

19) CCNC(=O)N1CCCC(C(=O)c2ccc(C(F)(F)F)cc2)C1 (centres undefined)
20) CCCc1cc(=O)oc2cc(C)cc(OCC(=O)NCCCn3ccnc3)c12
21) CN(Cc1ccon1)C(=O)CCc1nnc(CCCCc2ccccc2)o1
22) O=C(Nc1nc(-c2ccc3c(c2)OCO3)cs1)c1ccncc1
23) COc1ccc(N2CCN(C(CNC(=O)C3CCCCC3)c3cccnc3)CC2)cc1 (centres undefined)
24) S=C(Nc1cccnc1)Nc1ccccc1Br
screen / no.	19	20	21	22	23	24
Fam108B inh	2	2	1	0	0	-8
MEX-5 binding	1.7	4.8	1.0	-0.2	-3.1	-1.1
VLA-4 inh	6	-2	9	5	-3	11
MCL1 BIM primary	4	1	12	8	9	8
GLD-1 TGE inh	3	3	-8	7	-2	0
CIT2-GFP yeast	111	91	100	103	102	102
AGP1-GFP MLPCN	92	91	102	101	100	87
GRK2 inh	0	4	3	0	0	0
Bcl-xL primary	3	4	8	4	9	3

25) Cc1ccc(C(=O)NC(C(=O)Nc2cccc(S(N)(=O)=O)c2)C(C)C)cc1 (centres undefined)
26) CCCC(=O)Nc1sc(C)c(-c2ccc(OC)cc2)c1C#N
27) NNC(=S)Nc1cccc(Cl)c1
28) Cn1cnc(C(=O)NCc2ccccc2)c1C(=O)NCc1ccccc1
29) COc1ccc(OC)c(Cc2nnc(CCC(=O)NC3C4CC5CC(C4)CC3C5)o2)c1 (centres undefined)
30) Cc1ccccc1OCCC(=O)OCC(=O)NCCc1ccc(S(N)(=O)=O)cc1
screen / no.	25	26	27	28	29	30
Fam108B inh	-4	-6	0	.	-1	.
MEX-5 binding	-0.8	0.7	-1.4	.	-2.6	.
VLA-4 inh	-12	0	6	10	0	13
MCL1 BIM primary	-5	-4	-5	.	-4	-7
GLD-1 TGE inh	11	5	8	-1	0	7
CIT2-GFP yeast	100	93	104	71	99	87
AGP1-GFP MLPCN	100	99	103	86	101	94
GRK2 inh	0	0	2	2	4	3
Bcl-xL primary	0	0	2	.	4	-9

31) S=C(NCc1ccco1)Nc1ccccc1Cl
32) Cc1noc(C)c1COc1ccccc1C(=O)N1CCN(S(=O)(=O)c2ccccc2F)CC1
33) O=C(CSc1nnc(C2CC2)n1-c1ccccc1)N1CCNC1=O
34) COc1ccc(F)cc1S(=O)(=O)NCC(c1ccco1)N1CCc2ccccc2C1 (centres undefined)
35) Cc1ccnc(N/C=C(/NC(=O)c2ccccc2)C(=O)N/N=C\c2ccc(F)cc2)n1
36) CC(C)C1Cc2c(C#N)c(N)n(C)c(=S)c2CO1 (centres undefined)
screen / no.	31	32	33	34	35	36
Fam108B inh	1	2	.	-3	-2	2
MEX-5 binding	1.7	0.9	.	2.0	-0.6	-0.8
VLA-4 inh	-1	1	1	-3	3	-4
MCL1 BIM primary	7	1	-2	-1	3	4
GLD-1 TGE inh	4	-6	-4	4	5	1
CIT2-GFP yeast	96	94	104	103	104	92
AGP1-GFP MLPCN	105	101	109	107	114	99
GRK2 inh	2	1	0	0	0	3
Bcl-xL primary	2	3	-1	9	4	9

Only GLD-1 TGE inh, AGP1-GFP MLPCN and MEX-5 binding, for some of the entries so far:
nr	structure	GLD-1 TGE inh	AGP1-GFP MLPCN	MEX-5 binding
32	Cc1noc(C)c1COc1ccccc1C(=O)N1CCN(S(=O)(=O)c2ccccc2F)CC1	-6	101	0.9
33	O=C(CSc1nnc(C2CC2)n1-c1ccccc1)N1CCNC1=O	-4	109	.
34	COc1ccc(F)cc1S(=O)(=O)NCC(c1ccco1)N1CCc2ccccc2C1 (centres undefined)	4	107	2.0
35	Cc1ccnc(N/C=C(/NC(=O)c2ccccc2)C(=O)N/N=C\c2ccc(F)cc2)n1	5	114	-0.6
36	CC(C)C1Cc2c(C#N)c(N)n(C)c(=S)c2CO1 (centres undefined)	1	99	-0.8

New compounds follow:
37) CC1(C)C(=O)OC(c2ccc([N+](=O)[O-])cc2)C(C)(C)C1=O (centres undefined)
38) CCCCn1c(=O)[nH]c(=O)c2c1nc(-c1ccc(OC)c(Br)c1)n2CC(C)C
39) O=C(Cn1nnc(-c2ccncc2)n1)N(C1CCCCC1)C1CCCCC1
40) CCOC(=O)Cn1nc(/C=C/c2ccc(C(C)C)cc2)ccc1=O
41) O=C(NCc1ccncc1)c1ccc2nc(Cc3ccccc3F)oc2c1
42) CCOc1ccc(Br)cc1S(=O)(=O)Nc1cccc(S(=O)(=O)N(C)c2ccccc2)c1
screen / no.	37	38	39	40	41	42
Fam108B inh	-2	-1	-1	1	2	-8
MEX-5 binding	1.3	-1.0	0.3	-0.8	-2.2	-0.2
VLA-4 inh	5	4	-4	7	-11	14
MCL1 BIM primary	-2	2	-3	6	9	9
GLD-1 TGE inh	-4	4	0	4	-8	8
CIT2-GFP yeast	95	107	93	97	.	98
AGP1-GFP MLPCN	92	98	95	99	105	97
GRK2 inh	2	4	1	0	0	0
Bcl-xL primary	2	3	0	5	4	1

43) CC1CCN(C(c2nnnn2CCc2ccccc2)C(C)C)CC1 (centres undefined)
44) O=C1C(Cl)=C(N2CCOCC2)C(=O)N1c1ccccc1Cl
45) CCOC(=O)/C(C#N)=C1/SC(CC)C(=O)N1c1ccc(Br)cc1 (centres undefined)
46) CCn1c(SCC(=O)N/N=C/c2ccc(C)o2)nnc1-c1ccc(C)cc1
47) CCN(CC)c1ccc(/C=N/N2C(=O)c3ccccc3C2=O)c(O)c1
48) CC(C)c1cc(C(=O)O)c2cnn(C(C)C)c2n1
49) CC(=O)O[C@H]1C[C@@]2(C)[C@@H](C[C@@H](O)[C@H]3[C@@]4(C)CC[C@@H](O)[C@@H](C)[C@@H]4CC[C@@]32C)/C1=C(\CCC=C(C)C)C(=O)O
50) COc1ccc(CCNC(=O)CSc2nc(=O)n3cc(C)ccc3n2)cc1OC
51) Cc1ccc(NC(=O)CCOc2ccccc2)cc1
screen / no.	43	44	45	46	47	48	49	50	51
Fam108B inh	2	0	-1	0	5	9	-1&0	1	-8
MEX-5 binding	-0.9	.	1.3	-2.2	-0.7	0.9	1.2	-1.3	0.7
VLA-4 inh	0	-3	17	23	4	4	16&-8	1	9
MCL1 BIM primary	3	14	6	4	-6	11	4&-8	4	9
GLD-1 TGE inh	1	-3	4	8	-8	1	2&-2	-3	4
CIT2-GFP yeast	99	107	99	98	97	108	91&93	90	90
AGP1-GFP MLPCN	94	103	106	100	97	99	92&93	102	92
GRK2 inh	1	0	0	1	3	0	0&0	0	0
Bcl-xL primary	4	9	6	12	0	6	6&2	2	4
